Screens (PubChem BioAssay)
CCHFV vOTU inh = blocks the CCHF virus ovarian tumor domain protease; inhibition, % at 11.5 µM; actives 0.55% (n = 370,000); CCHFV vOTU protease, Pep-AMC fluorescence; AID 651958; in the data active = inhibition above about 30%; note: 0% = vehicle wells with enzyme and 100% = no enzyme wells
Yp Topo-I inh = blocks Yersinia pestis topoisomerase I activity; Y. pestis Topo-I cleavage product accumulation, plate reader; activity, % at 10 µM; actives 0.064% (n = 360,000); in the data active = activity above about 50%, passing the limit was not always enough; note: inactives centre near 2
SARS 3CLpro inh = SARS-CoV 3CLpro protease inhibition; AID 1706; recombinant SARS-CoV 3CLpro, quenched FRET peptide cleavage; inhibition, % at 6 µM; actives 0.14% (n = 290,000); P0C6X7; in the data active = inhibition above about 12%
PfHsp40 yeast = rescue of PfHsp40-mediated yeast toxicity; actives 0.68% (n = 340,000); AID 504582; growth rescue, % at 12.5 µM; S. cerevisiae expressing PfHsp40, growth rescue, ATP luminescence; in the data active = growth rescue above about 28%, passing the limit was not always enough;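 note: yeast W303a lacking pdr1 and pdr3 grown in galactose medium; growth measured after three days at 30 °C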
TcdB GH inh = inhibitors of Clostridioides difficile toxin B glycohydrolase; P18177; TcdB glycohydrolase enzymatic assay, plate reader; inhibition, % at 9.99 µM; actives 0.24% (n = 350,000); AID 652162; in the data active = inhibition above about 10%
Vc quorum ag = quorum light induction in luxS cqsA deficient V. cholerae. V. cholerae BH1578 lux reporter, luminescence, 6 h. actives 0.16% (n = 350,000). activation, % at 18.7 µM; in the data active = activation mostly above about 9.7%, no sharp cut-off; note: not every result past the cut was called active; inactives centre near 0; reference of the scale not given here
BoNT A protease = blocks Botulinum neurotoxin A light chain protease. multiplex microsphere protease substrate cleavage, flow cytometry. inhibition, % at 10 µM. actives 0.17% (n = 360,000). AID 588499; note: plate controls were buffer without enzyme for full effect and enzyme alone for no effect
Anthrax LF inh2 = blocks Bacillus anthracis lethal factor protease; multiplex microsphere protease cleavage assay, LF; inhibition, % at 10 µM; actives 0.12% (n = 360,000); AID 588501; note: plate controls were buffer without enzyme for full effect and enzyme alone for no effect
Target sequence (P15917 whole entry, looked up): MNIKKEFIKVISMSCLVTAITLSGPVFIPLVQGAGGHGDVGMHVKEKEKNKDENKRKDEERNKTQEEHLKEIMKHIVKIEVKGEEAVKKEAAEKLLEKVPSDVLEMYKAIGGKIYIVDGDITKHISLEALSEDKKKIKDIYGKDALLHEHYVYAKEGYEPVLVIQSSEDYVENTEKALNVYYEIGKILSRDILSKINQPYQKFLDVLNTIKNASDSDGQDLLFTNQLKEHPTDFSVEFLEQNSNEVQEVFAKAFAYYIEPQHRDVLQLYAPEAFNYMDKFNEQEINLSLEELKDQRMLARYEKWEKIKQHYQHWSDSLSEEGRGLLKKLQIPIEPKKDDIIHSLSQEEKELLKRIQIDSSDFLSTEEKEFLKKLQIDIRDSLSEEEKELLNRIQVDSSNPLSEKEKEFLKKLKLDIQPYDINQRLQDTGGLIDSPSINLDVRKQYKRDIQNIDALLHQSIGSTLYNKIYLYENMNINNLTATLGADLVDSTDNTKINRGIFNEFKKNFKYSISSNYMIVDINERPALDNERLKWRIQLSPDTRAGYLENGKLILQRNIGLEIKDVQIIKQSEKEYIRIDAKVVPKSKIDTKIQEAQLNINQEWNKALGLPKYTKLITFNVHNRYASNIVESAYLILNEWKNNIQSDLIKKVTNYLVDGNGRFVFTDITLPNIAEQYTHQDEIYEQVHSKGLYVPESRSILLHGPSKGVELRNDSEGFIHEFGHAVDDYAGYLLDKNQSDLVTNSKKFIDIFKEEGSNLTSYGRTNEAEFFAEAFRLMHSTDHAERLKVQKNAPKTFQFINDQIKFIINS
DUSP3 inh = inhibitors of human VHR1 phosphatase (DUSP3); recombinant VHR phosphatase, pNPP absorbance; inhibition, % at 13.3 µM; actives 0.52% (n = 290,000); in the data active = inhibition above about 50%; note: some compounds called inactive have numbers as strong as hits
Target sequence (P51452 whole entry, looked up): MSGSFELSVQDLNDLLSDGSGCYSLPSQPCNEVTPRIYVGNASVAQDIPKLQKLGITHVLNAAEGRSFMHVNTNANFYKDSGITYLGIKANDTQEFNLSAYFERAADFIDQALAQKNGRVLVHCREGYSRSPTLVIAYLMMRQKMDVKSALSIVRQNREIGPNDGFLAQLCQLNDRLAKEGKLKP
PriA SSB inh = inhibitors of Klebsiella pneumoniae PriA binding to SSB C-terminal tail; AlphaScreen SSBct-PriA binding, biotinylated peptide; actives 0.6% (n = 430,000); AID 1272365; inhibition, % at 33 µM; in the data active = inhibition mostly above about 37%, no sharp cut-off; inactive = mostly below about 20%;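 note: plate controls were negative control peptide for no effect and reference peptide for full effect; strong numbers were not always called active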
* = called active by the depositor; i = inactive; . = not tested or not shown; & = joins results of further samples. Cut-off read from the data, not from the text of the source, unless noted: active = inhibition above about 30%; inconclusive = no clear call, values can overlap the other calls; inactive = below that. Some of the compounds tested, so the mix of outcomes need not match the whole.

SMILES | CCHFV vOTU inh | Yp Topo-I inh | SARS 3CLpro inh | PfHsp40 yeast | TcdB GH inh | Vc quorum ag | BoNT A protease | Anthrax LF inh2 | DUSP3 inh | PriA SSB inh
Cc1ccc2c(c1)N(C)/C(=C/c1cccc[n+]1CCO)S2 | -4 | 1 | -4 | 0.1 | 0.5 | 1.2 | -1.1 | -15 | 1 | -7
COc1cc(CN2CCN(C(c3ccccc3)c3ccccc3)CC2)cc(OC)c1OC | 11 | -15 | -6 | -0.6 | 1.7 | -0.8 | 0.1 | 0 | 1 | 21
CCc1ccc(-n2c(SCC(=O)Nc3cccc(S(=O)(=O)NC4=NCCCCC4)c3)nc3ccccc3c2=O)cc1 | -4 | -5 | 5 | -0.1 | 1.2 | -0.2 | 0.3 | 0 | 2 | 5
CCN(C(=O)CN1C(=O)S/C(=C\c2ccc(F)cc2)C1=O)C1CCS(=O)(=O)C1 (configuration not stated) | 13 | 1 | -2 | -0.6 | -0.2 | -0.1 | 0.8 | -2 | 7 | 1
Nc1cccc(S(=O)(=O)c2cccc(N)c2)c1 | 4 | 6 | -2 | 0.4 | . | -11 | 1.1 | -5 | 21 | -3
O=C(O)c1cccc(Oc2ncnc3sc4c(c23)CCCC4)c1 | 7 | 4 | 3 | -1.5 | -2.5 | i | -0.2 | 1 | -8 | 3
CCOc1cccc(OCCCOc2ccccc2)c1 | -3 | 19 | 3 | -1.2 | . | -0.2 | 0.0 | -2 | 4 | -71
CCn1c(O)c(C=Nc2ccccc2)oc1=S | 15 | 1 | -6 | -0.1 | . | -1.2 | -0.1 | -1 | 17 | -30
CCc1cccc(NC(=O)COC(=O)/C=C/c2cccs2)c1 | 16 | 17 | . | -0.2 | 0.4 | 0.6 | . | . | . | -12
CCN1CCN(c2cc(C)c3cc(NC(=S)N4CCN(c5ccccc5)CC4)ccc3n2)CC1 | -27 | -8 | -4 | -0.3 | 1.4 | -0.4 | -0.2 | 0 | 4 | 18
COC(=O)c1c(C(=O)OC)c(-c2ccc(OC)cc2)n2c1CS(=O)(=O)C2 | 1 | 3 | -5 | 1.0 | 1.5 | 1.5 | 2.7 | -7 | 16 | -3
COc1ccc(/C=N/c2oc(C)c(C)c2C#N)c(OC)c1 | 4 | 0 | 0 | 0.9 | 0.7 | -0.2 | -0.8 | -6 | 16 | .
CCOC(=O)C1=C(C)N(CC(C)C)C(=O)C1 | -12 | 1 | 3 | -0.6 | 2.3 | -1.4 | 0.0 | -1 | 18 | 0
Cc1ccc(S(=O)(=O)N(C)C)cc1N | 0 | 3 | 0 | -0.3 | 0.0 | -0.1 | 0.2 | 0 | -19 | -10
Cc1cc2c(cc1C)C(=O)C(=O)N2 | 15 | 6 | . | 0.3 | -10 | i | 0.2 | -8 | . | -7
COc1ccc(CCNC(=O)COC(=O)c2cc(Cl)nc(Cl)c2)cc1 | -1 | 0 | . | -0.3 | 1.3 | -4.2 | -1.6 | -5 | . | -7
COCCN(C(=O)CCCc1nc2ccccc2s1)c1c(N)n(CC(C)C)c(=O)[nH]c1=O | -8 | 2 | . | 1.7 | 1.2 | -0.4 | -0.2 | -2 | . | 9
CC(C)(C)OC(=O)N1CC=C2C(C#N)=C(N)C(C#N)(C#N)C(c3cccs3)C2C1 (configuration not stated) | -5 | 2 | 5 | -0.2 | . | -0.3 | 0.8 | -4 | 6 | -1
CCCn1c(SCC(=O)Nc2ccc(F)c(Cl)c2)nc(O)cc1=O | 1 | 6 | . | 1.4 | 0.0 | i | 2.2 | 1 | . | 1
Nc1ncnc2c1ncn2-c1ccccc1Cl | -5 | -1 | . | 0.2 | -0.1 | i | 0.3 | -4 | . | -17

A run of entries from the list above, as a working copy:
SMILES | CCHFV vOTU inh | Yp Topo-I inh | SARS 3CLpro inh | PfHsp40 yeast | TcdB GH inh | Vc quorum ag | BoNT A protease | Anthrax LF inh2 | DUSP3 inh | PriA SSB inh
Cc1ccc2c(c1)N(C)/C(=C/c1cccc[n+]1CCO)S2 | -4 | 1 | -4 | 0.1 | 0.5 | 1.2 | -1.1 | -15 | 1 | -7
COc1cc(CN2CCN(C(c3ccccc3)c3ccccc3)CC2)cc(OC)c1OC | 11 | -15 | -6 | -0.6 | 1.7 | -0.8 | 0.1 | 0 | 1 | 21
CCc1ccc(-n2c(SCC(=O)Nc3cccc(S(=O)(=O)NC4=NCCCCC4)c3)nc3ccccc3c2=O)cc1 | -4 | -5 | 5 | -0.1 | 1.2 | -0.2 | 0.3 | 0 | 2 | 5

Remaining list, next part:
SMILES | CCHFV vOTU inh | Yp Topo-I inh | SARS 3CLpro inh | PfHsp40 yeast | TcdB GH inh | Vc quorum ag | BoNT A protease | Anthrax LF inh2 | DUSP3 inh | PriA SSB inh
CC(=O)Nc1cc(-c2ccccc2F)cn2c(-c3ccccc3)cnc12 | -8 | 32 | . | . | 0.8 | 0.3 | -0.1 | -3 | . | .
COC(=O)CC1C(=O)NCCN1C(=S)NC(=O)c1ccccc1[N+](=O)[O-] (configuration not stated) | 10 | -5 | 1 | -1.2 | . | -1.6 | 0.1 | -5 | 10 | -24&-6
CC1(C)Cc2nc3oc4c(=O)n(CC(=O)Nc5ccccc5)cnc4c3cc2CO1 | -1 | -9 | 0 | -0.8 | 0.7 | i | 0.2 | 1 | 21 | -7
COC(=O)c1cn(NC(=O)CCC2CCCC2)c(=O)c2ccccc12 | 13 | -8 | 2 | -0.4 | . | i | 0.2 | -2 | 35 | -15
COc1ccc(CCNC(=O)Cn2cc(C(F)(F)F)cc(Cl)c2=O)cc1OC | -7 | 3 | 5 | 2.4 | -1.1 | -0.5 | -0.6 | 1 | -4 | 5
O=C(Nc1ccncc1)c1cccn(Cc2ccccc2)c1=O | -4 | -12 | 1 | -1.9 | -0.1 | -0.6 | -0.7 | -6 | 16 | -12
CCC(C)[C@@H](CN)NCC1(c2ccccc2)CC1 (some centres not stated) | -7 | -8 | . | 0.3 | 0.1 | -0.9 | 0.8 | -4 | . | -11
COc1cc(C(=O)NCc2nnc(SCC(=O)Nc3cccc(C)c3)o2)cc(OC)c1OC | -2 | 5 | -4 | -0.9 | . | . | -0.3 | -2 | 15 | 3
CC(C)N(C(=O)COC(=O)c1cncc(Br)c1)C(C)C | -19 | -1 | 6 | 0.7 | -0.6 | i | -0.4 | 2 | 17 | 8
O=C(NN1C(=O)c2ccccc2NC1c1ccco1)c1ccc([N+](=O)[O-])cc1 (configuration not stated) | -7 | -2 | 3 | -0.1 | 1.2 | 0.4 | -0.2 | -3 | 23 | -3
CCN1CCN(CCCNC(=O)c2ccc3c(=O)n(CCc4ccccc4)c(=O)[nH]c3c2)CC1 | 16 | 8 | 3 | -0.5 | -0.5 | -1.5 | 1.1 | -2 | 12 | -6
O=C(NCc1ccccn1)C1CC(c2ccc(F)cc2)=NO1 (configuration not stated) | 3 | 3 | 5 | -0.9 | . | i | 0.6 | 2 | -1 | -7
c1ccc(C2[C@H]3CN(Cc4cccnc4)[C@H](c4ccccc4)C34CC2(c2cccnc2)C4)cc1 (some centres not stated) | 6 | 31 | . | 0.4 | 1.8 | -2.1 | 0.1 | -8 | 19 | 6
Cc1ccc(C)c(-c2nn(-c3cc(N4CCN(CCO)CC4)ccc3[N+](=O)[O-])c(=O)c3ccccc23)c1 | -10 | 22 | -5 | 1.0 | 1.9 | -12 | -2.3 | -6 | 25 | 31
O=C(O)c1nn(CC(=O)N2CCN(c3ccccc3)CC2)c(=O)c2ccccc12 | 3 | -7 | -3 | 0.2 | 1.5 | 0.6 | -1.0 | 15 | 26 | -7
O=C(c1ccco1)N1CCN(Cc2cn[nH]c2-c2ccc(F)cc2F)CC1 | 6 | -1 | -1 | -1.2 | 1.2 | -0.5 | -0.3 | -2 | 25 | -16
CC(C)C(=O)Nc1ccc(COc2ccccc2CN(Cc2ccccc2)C(=O)OC(C)(C)C)cc1 | 2 | 26 | . | 0.0 | -0.3 | i | -0.9 | -11 | . | -3
COc1ccc2oc(C(=O)OCC(=O)Nc3ccc(N4CCOCC4)cc3)c(C)c2c1 | -11 | 8 | . | 0.8 | 2.7 | i | -7.3 | -5 | . | 1
CSc1cccc(NC(=O)C2CCN(S(C)(=O)=O)CC2)c1 | -32 | -6 | 1 | -2.2 | . | 1.1 | 0.6 | -3 | -16 | -21
CCOc1ccccc1C(=O)NC(C)c1ccc2c(c1)OCO2 (configuration not stated) | -2 | 21 | -1 | 1.3 | . | 1.2 | 5.2 | 1 | -8 | 0
Cc1cc2oc(=O)cc(CN3CCN(c4ccccc4)CC3)c2cc1Cl | -6 | . | . | . | 1.2 | . | -0.9 | 0 | . | .
O=C(CN1CCN(c2ccc(F)cc2)CC1)Nc1nccs1 | -6 | -10 | -1 | -1.1 | -1.1 | i | 3.3 | 3 | 21 | 2
Cc1c(Cc2ccccc2)c(=O)oc2c(C)c(OCC(=O)Nc3ccc(C#N)cc3)ccc12 | 6 | -7 | -2 | -0.2 | 0.5 | i | 0.4 | -3 | 35 | 3
CCc1ccc(NC(=S)NC(=O)CC(C)C)cc1 | 7 | 12 | 4 | 2.5 | 1.3 | -0.2 | -0.4 | -2 | -2 | -17
O=C(OCCOc1ccc(Br)cc1)c1cnccn1 | 13 | -2 | 2 | -0.6 | . | -0.9 | -0.3 | -8 | 11 | -9
O=C(CN1C(=O)CSc2ccccc21)Nc1ccc2c(c1)OCCO2 | 10 | 1 | 1 | 0.6 | . | i | -1.4 | -2 | 25 | 1
CCOC(=O)C1CCN(C(=O)COC(=O)c2cc(-c3cccs3)nn2-c2ccccc2)CC1 | 9 | 4 | . | 0.7 | 1.5 | i | 0.9 | 5 | . | -3
COc1ccc(Cc2nnc(N)s2)cc1 | 2 | -2 | 2 | 1.2 | . | 2.2 | 0.3 | -3 | 32 | -3
COC(=O)CC(NC(=O)Nc1ccccc1F)c1ccc2c(c1)OCO2 (configuration not stated) | -1 | -1 | -2 | 3.5 | 0.1 | 1.7 | 2.6 | 8 | 22 | -14
O=C1OCCC1=COCCCCOC=C1CCOC1=O | -2 | 5 | . | . | 1.9 | i | 0.2 | 0 | . | .
CCn1cc(C(=O)NCCCN(CC(C)C)CC(C)C)c(=O)c2cc(S(=O)(=O)N(C)C3CCCCC3)ccc21 | 12 | 1 | -5 | -0.4 | -1.1 | -0.4 | -1.2 | -3 | -27 | -17
COc1ccc(C2=CC(c3ccc(OC)c(OC)c3)NC(=S)N2)cc1 (configuration not stated) | 13 | -5 | 5 | -1.0 | . | -0.3 | 1.8 | -2 | 21 | 4
CCc1ccc(NC(=O)CN2CC(c3ccccc3)CC2=O)cc1 (configuration not stated) | 1 | 11 | 3 | 1.5 | -0.1 | 3.7 | -0.2 | -10 | -16 | -9
CCOc1cccc(/C(O)=C2/C(=O)C(=O)N(Cc3cccnc3)C2c2ccco2)c1 (configuration not stated) | -9 | 5 | -4 | 0.8 | . | i | 0.5 | -5 | 41 | .
NC(=O)N(N)c1nc(N2CCCC2)nc(N2CCCC2)n1 | -3 | 3 | . | 0.1 | 0.6 | i | 1.4 | 2 | . | 2
COCCNC(=O)CN(Cc1cccs1)C(=O)CCC(=O)Nc1nccs1 | 21 | 5 | 0 | 0.3 | -1.2 | -0.8 | -0.6 | -5 | 10 | 2
C=CCNc1nc(NCc2cccc(OC)c2)c2sc(-c3ccccc3)cc2n1 | 2 | 2 | . | . | 1.2 | i | 3.2 | -5 | . | .
COc1ccc(CCNCc2ccc(-c3ccccc3)cc2)cc1OC | 4 | 8 | . | 0.5 | 0.3 | i | 1.7 | 1 | . | 8
COc1ccc(CNC(=O)c2cnn3c(C(F)F)cc(C)nc23)cc1OC | 11 | -2 | 1 | -0.1 | 0.9 | -0.3 | -0.3 | -8 | -6 | -19
CC(c1ccccc1)n1cncc1C(=O)O (configuration not stated) | 2 | 4 | 1 | 0.3 | . | -2.8 | -1.5 | -4 | 0 | -5
COC(=O)C1N[C@@H]([C@@H](NC(=O)COc2ccccc2)C(=O)NCc2ccc(OC)cc2)SC1(C)C (some centres not stated) | 9 | 12 | . | 0.7 | 2.0 | i | -0.5 | 2 | . | 2
